# TPT1 inhibitor: C. albicans TPT1 enzyme inhibition; AID 1962; recombinant caTPT1, FP RNA substrate dephosphorylation; inhibition, % at 5 µM; 0.81% of 300,000 active;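 active = inhibition above the mean of all tested compounds plus 3 SD, set per screening campaign, cut at about 24% in these data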;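 note: plate controls were DMSO alone for no effect and ferristatin control at 100 nM for full effect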
# EBNA-1 inh: blocks EBNA-1 binding to DNA. EBNA-1 DNA binding, fluorescence polarization. inhibition, % at 14.8 µM. 0.34% of 300,000 active; in the data active = inhibition above about 28%
# PP5 primary: blocks human protein phosphatase 5 activity; P53041; purified PP5c, OMFP substrate fluorescence; inhibition, % at 6.7 µM; 0.18% of 320,000 active;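 active = inhibition above the campaign's mean inhibition across all tested compounds plus 3 SD, cut at about 9.5% in these data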;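 note: 0% = DMSO only and 100% = 100 µM cantharidin control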
# Target sequence (P53041 whole entry, looked up): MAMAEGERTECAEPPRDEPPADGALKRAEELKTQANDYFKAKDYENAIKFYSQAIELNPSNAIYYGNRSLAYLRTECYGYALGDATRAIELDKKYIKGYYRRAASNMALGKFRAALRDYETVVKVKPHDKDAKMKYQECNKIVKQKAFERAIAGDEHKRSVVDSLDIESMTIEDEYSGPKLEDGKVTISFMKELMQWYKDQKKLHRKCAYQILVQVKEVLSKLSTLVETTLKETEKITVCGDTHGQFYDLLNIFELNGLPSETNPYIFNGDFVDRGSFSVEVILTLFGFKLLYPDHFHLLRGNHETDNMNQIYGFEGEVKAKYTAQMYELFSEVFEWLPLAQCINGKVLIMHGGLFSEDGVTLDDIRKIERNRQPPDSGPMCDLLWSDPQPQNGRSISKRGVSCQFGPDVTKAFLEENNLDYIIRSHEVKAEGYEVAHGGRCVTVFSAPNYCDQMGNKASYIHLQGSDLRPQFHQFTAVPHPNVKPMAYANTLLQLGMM
# JMJD2C inh: blocks human GASC-1 demethylase activity. 0.069% of 330,000 active. Q9H3R0. inhibition, % at 2.35 µM. GST-JMJD2C(1-420) H3K9me3 demethylation, DELFIA europium;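 active = more than half of a compound's replicate wells show inhibition beyond 50%, single wells judged on their own value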;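 note: signal counts dimethyl H3K9 product captured on neutravidin plate; 0% = median of DMSO wells and 100% = 0.3 times that DMSO median; strong numbers were not always called active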
# ZTA counter: ZTA (EBV) inhibition in EBNA-1 counter-screen. P03206. ZTA-DNA binding, fluorescence polarization. inhibition, % at 11 µM. 0.15% of 320,000 active. AID 2234; in the data active = inhibition above about 33%
# Target sequence (P03206 whole entry, looked up): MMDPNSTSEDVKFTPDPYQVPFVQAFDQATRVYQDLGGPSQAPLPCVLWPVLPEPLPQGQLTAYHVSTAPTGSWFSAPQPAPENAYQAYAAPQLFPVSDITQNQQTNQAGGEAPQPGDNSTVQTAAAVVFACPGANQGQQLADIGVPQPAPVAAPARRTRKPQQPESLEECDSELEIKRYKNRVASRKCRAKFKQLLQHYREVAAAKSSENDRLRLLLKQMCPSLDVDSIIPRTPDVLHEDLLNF
# core dimer inh: blocks dimerization of HCV core protein; TR-FRET GST/Flag-core106 dimerization, 1536-well; inhibition, % at 5 µM; 0.33% of 300,000 active; AID 1899;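 active = inhibition above the mean of all tested compounds plus 3 SD, set per screening campaign, cut at about 45% in these data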
#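 Assay system: Tagged HCV core106 pair (GST and Flag) | Buffer or medium: KF-containing HEPES buffer, pH 7.45, DTT, CHAPS, BSA | Also added: Eu donor and XL665 acceptor anti-tag antibodies | Dosing: One concentration, 5 µM, in 0.5% DMSO | Timing: 4 h at 22.5 °C | Technique: TR-FRET 671 and 617 nm emission | Repeats: Singlicate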
# CR mimetic SO: caloric restriction mimetics inhibiting age-related superoxide in yeast | superoxide response (% of plate mean), % at 10 µM | S. cerevisiae aged cells, superoxide DHE fluorescence; active compounds read low | 0.18% of 330,000 active | AID 2690;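 active = superoxide response under a set limit, about three screen SD below normal, cut at about 65% in these data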;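 note: yeast aged for seven days with compound at 30 °C before DHE staining; 100% = average MFI of all compound-treated wells on the plate with controls excluded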
# PP1 inh: PP1-alpha (human) inhibition in PP5 counter-screen; purified PP1alpha, OMFP fluorescence; 0.9% of 320,000 active; inhibition, % at 6.7 µM;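 active = inhibition above the mean inhibition of all tested compounds plus 3 SD, computed separately for each screening campaign, cut at about 15% in these data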
# CTSL1 counter: blocks F. hepatica cathepsin L1 in PFM18AAP counter-screen. 0.49% of 300,000 active. AID 1906. recombinant F. hepatica cathepsin L1, Z-Leu-Arg-MCA fluorescence. inhibition, % at 5.96 µM;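 active = inhibition above the mean of all tested compounds plus 3 SD, set per screening campaign, cut at about 17% in these data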;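 note: 0% = plate median of test compound wells and 100% = 1 µM Z-Phe-Ala-diazomethylketone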
# An asterisk follows results filed as active; x = not tested or not shown. Not a hit list. Share with any hit: about 3.1%.
molecule	TPT1 inhibitor	EBNA-1 inh	PP5 primary	JMJD2C inh	ZTA counter	core dimer inh	CR mimetic SO	PP1 inh	CTSL1 counter
COc1cc(/C=N\NC(=O)c2ccc(C)nc2)ccc1OC(=O)c1ccc2c(c1)OCO2	-3	2	3.4	5	-12	3	105	-1	-2
CCN(CC)C(=O)c1csc(Nc2cccc3ccccc23)n1	0	20	-0.7	-14	-1	-1	108	2	-6
COc1ccc(-c2[nH]n(-c3ccc([N+](=O)[O-])cc3)c(=O)c2C=NCc2ccc(F)cc2)cc1	-1	-6	-0.5	0	0	6	96	-2	-1
COc1ccc(S(=O)(=O)N(CCc2ccccc2)CC(=O)N/N=C/c2ccc3c(c2)OCO3)cc1	2	3	-0.2	18	20	7	112	6	2
Cc1ccc(S(=O)(=O)N2CCC(C(=O)NCCCN3CCCCCC3)CC2)cc1	1	4	-0.2	-5	2	2	101	-1	12
CCN(C(=O)CSc1ncn[nH]1)c1c(N)n(Cc2ccccc2)c(=O)[nH]c1=O	1	0	2.0	3	4	0	90	-3	1
Cc1ccc(-n2nc3c(=O)n(CCCC(=O)NCc4ccccc4C)nc(C)c3c2C)cc1	0	-7	-0.1	19	-2	9	104	4	-3
CNc1nc(C23CC4CC(CC(C4)C2)C3)cs1	0	2	1.4	6	-2	-3	95	-4	1
CC(C(=O)Nc1ccccn1)N1C(=O)C2C3C=CC(C3)C2C1=O (stereo not drawn)	-2	5	1.2	2	-7	2	98	3	2
CC(C)CNC(=O)c1ccccc1N(Cc1ccccc1)S(C)(=O)=O	-2	3	1.9	-30	-2	13	96	-3	0
Cc1nonc1C1CCCN1Cc1cn[nH]c1-c1ccc(-c2ccccc2)cc1 (stereo not drawn)	-1	-6	4.2	2	7	1	94	4	3
CCc1cccc(C)c1NC(=O)CCCC(=O)O	-2	17	1.5	-2	20	-8	109	-3	-1
Cc1cccc(C)c1OCc1nc2ccccc2[nH]1	-6	-10	3.0	-3	-4	-11	96	10	3
O=C(Cc1ccc(S(=O)(=O)N2CCOCC2)s1)N(Cc1ccccc1)c1ccccc1	0	4	0.6	0	-7	1	101	58*	-6
O=C(COc1ccccc1)NNC(=S)NC(=O)c1ccc(Cl)cc1Cl	-2	9	-2.0	6	0	1	197	0	0
CCOC(=O)c1ccc(NC(=O)CSc2nc3cccnc3n2C)cc1	-11	-1	-0.2	-5	0	4	102	0	-2
COc1ccc(C2CC(=O)C=C(O)C2)cc1 (stereo not drawn)	-2	-3	0.1	-4	-1	-3	108	0	1
CCOc1cc(C)c(C(C)C)cc1S(=O)(=O)N1CC(C)OC(C)C1 (stereo not drawn)	-4	1	2.0	0	-1	2	101	0	-2
COc1cccc(/C=N/NC(=O)CNC(=O)CCc2ccccc2)c1O	-2	-5	1.1	0	-12	1	96	-3	5
Cc1ccnc(NS(=O)(=O)c2ccc(NC(=O)Cc3ccccc3)cc2)n1	-1	3	-1.3	0	10	13	100	-3	0
CC(C)(C)c1cc(NS(=O)(=O)c2cccs2)no1	-1	-17	2.0	-15	-14	-138	101	1	3
COc1ccc(-c2ccc(CCC(=O)O)n2-c2ccc(O)cc2)cc1	6	-5	0.0	38	9	9	86	0	6
CCn1ncc(C2=NOC(C(=O)Nc3ccc(C)cc3)C2)c1C (stereo not drawn)	-1	-21	-0.3	0	7	-4	86	-3	-2
CC(C)NC(=O)COc1cccc2ccccc12	3	12	-2.3	9	13	-1	86	-4	-2
CN1C(=S)SC(/[N+]([O-])=C\c2ccccc2F)C1(C)C (stereo not drawn)	-3	-5	-0.2	11	2	-9	100	-4	2

# New compounds follow.
molecule	TPT1 inhibitor	EBNA-1 inh	PP5 primary	JMJD2C inh	ZTA counter	core dimer inh	CR mimetic SO	PP1 inh	CTSL1 counter
O=S(Cc1ccc(Cl)cc1)CC(O)COCc1ccc(Cl)cc1 (stereo not drawn)	-3	5	-1.1	4	4	2	97	-1	3
Cc1ccc(/C=N/N=C2/NC(=O)C(CC(=O)N3CCOCC3)S2)cc1 (stereo not drawn)	1	-4	0.2	-3	-13	-1	104	0	-1
CCc1ccccc1NC(=O)c1ccc2snnc2c1	-1	-10	4.7	-1	13	5	108	-6	1
FC(F)(F)c1cccc(Nc2nc(N3CCCC3)nc(N3CCCC3)n2)c1	-6	4	1.8	3	2	-2	101	0	0
CCOC(=O)Cn1nnnc1CN1CCN(c2ccc(OC)cc2)CC1	-5	-15	2.2	2	1	1	111	0	-2
O=C1C2CC=C(Cl)CC2C(=O)N1CC1Cc2ccccc2CO1 (stereo not drawn)	-9	-4	0.1	6	4	7	93	-1	16
OC(CCc1ccncc1)c1ccccc1 (stereo not drawn)	2	7	-8.6	1	-19	-17	104	-2	3
O=C(NCc1ccc(Cl)cc1)c1ccc2ccccc2n1	2	3	-0.4	3	18	16	92	2	2
CC(C(=O)NCCS(=O)(=O)c1ccc(Cl)cc1)S(=O)(=O)c1ccccc1 (stereo not drawn)	-2	-3	2.2	-1	-12	3	97	1	0
COc1cccc(-n2c(SCC(N)=O)nnc2-c2c[nH]c3ccccc23)c1	-3	2	0.7	-1	-5	-7	84	1	0
CC(C)c1ccc(N2CCN(C(=O)c3ccccc3NC(=O)/C=C\C(=O)O)CC2)cc1	-5	-4	0.7	-8	1	17	98	-1	3
O=C(Cc1ccc([N+](=O)[O-])cc1)Nc1ccon1	-1	8	-0.5	-14	10	13	103	0	-1
CC12CCC(C(=O)N3CCN(Cc4ccccc4)CC3)(OC1=O)C2(C)C (stereo not drawn)	1	10	-2.4	17	4	2	96	-6	1
O=C(C1=C[C@@H]2[C@H]3C(=O)N(c4ccccc4)C(=O)[C@H]3[C@@H](C(=O)c3ccc(Cl)cc3)N2C=C1)c1ccccc1	11	-1	3.0	0	10	46	107	10	2
CC(C)Cc1nnc(NC(=O)CN2C(=O)c3ccccc3C2=O)s1	1	-5	0.4	2	-13	1	93	-2	-1
COC(=O)c1c(NC(=O)C2COc3ccccc3O2)sc2c1CCN(C(C)=O)C2 (stereo not drawn)	1	7	0.3	10	6	10	96	0	2
COc1ccc(CC(=O)Nc2ccc(NC(=O)c3ccccc3F)cc2)cc1	3	-8	-1.8	1	-6	2	103	0	0
COC(=O)c1ccccc1NC(=O)C1CCN(c2ncnc3c2nc2n3CCCCC2)CC1	-3	-3	0.2	-6	-3	-6	101	-3	1
Cc1ccc(-c2nnc(SCC(=O)NC3CCCC3)n2C)cc1	-1	15	-0.3	0	9	6	107	2	-3
S=C(N/N=C/c1ccccc1Cl)Nc1ccccc1	-2	12	0.9	-4	5	1	91	1	0
C=CCOc1c(/C=N\NC(N)=O)cccc1OC	3	-8	1.2	4	-3	-1	108	-6	0
Cc1c(OCC(=O)NCc2cccnc2)ccc2c3c(c(=O)oc12)CCCC3	-2	2	-1.9	9	4	5	106	1	-1
CC(C)=NNc1nc(-c2ccccc2)cs1	4	0	1.7	-7	-2	-4	88	0	0
Cc1nc2ccc(S(=O)(=O)NCC(=O)N3CCCC(C)C3)cc2s1 (stereo not drawn)	3	-5	1.1	4	-5	1	93	-5	-1
CCOC(=O)C1=C(COC(=O)CNC(=O)c2ccccc2F)NC(=O)NC1C (stereo not drawn)	3	1	-0.5	14	2	-2	100	-2	14

# Following part:
structure,TPT1 inhibitor,EBNA-1 inh,PP5 primary,JMJD2C inh,ZTA counter,core dimer inh,CR mimetic SO,PP1 inh,CTSL1 counter
O=C(O)c1cc(/C=C/c2ccc(N3CCOCC3)cc2)nc2ccccc12,7,12,-1.9,x,8,-6,104,6,10
N#C/C(=C\c1ccc(-c2cccc(C(F)(F)F)c2)o1)C(=O)Nn1cnnc1,0,4,-0.1,22,-19,0,94,1,5
CC1CCN(S(=O)(=O)c2cccc(S(=O)(=O)N3CCOCC3)c2)CC1,-2,4,0.6,-13,1,2,96,-5,-2
CSc1ncccc1C(=O)OCc1c(F)cccc1Cl,0,-12,1.6,-4,-2,1,93,2,0
C=CCn1c(-c2cccn(Cc3ccc(Cl)cc3Cl)c2=O)n[nH]c1=S,-1,-3,2.6,4,1,-1,126,-1,2
CC(C)(C)c1ccc(OCC(O)CS(=O)(=O)c2ccccn2)cc1 (stereo not drawn),-2,4,-0.1,8,11,-3,103,-1,0
CC(=O)Nc1sc2c(c1C#N)CCCCC2,-5,5,0.1,x,-18,-7,110,1,-1
O=C(NCc1ccccc1)c1ccco1,-1,2,5.2,2,6,2,98,-5,4
Nc1ccc(C(=O)c2cccs2)cc1[N+](=O)[O-],2,-12,-0.3,-26,-8,6,101,7,-2

# 12 neighbouring records from above, for reference:
structure,TPT1 inhibitor,EBNA-1 inh,PP5 primary,JMJD2C inh,ZTA counter,core dimer inh,CR mimetic SO,PP1 inh,CTSL1 counter
COc1cc(/C=N\NC(=O)c2ccc(C)nc2)ccc1OC(=O)c1ccc2c(c1)OCO2,-3,2,3.4,5,-12,3,105,-1,-2
CCN(CC)C(=O)c1csc(Nc2cccc3ccccc23)n1,0,20,-0.7,-14,-1,-1,108,2,-6
COc1ccc(-c2[nH]n(-c3ccc([N+](=O)[O-])cc3)c(=O)c2C=NCc2ccc(F)cc2)cc1,-1,-6,-0.5,0,0,6,96,-2,-1
COc1ccc(S(=O)(=O)N(CCc2ccccc2)CC(=O)N/N=C/c2ccc3c(c2)OCO3)cc1,2,3,-0.2,18,20,7,112,6,2
Cc1ccc(S(=O)(=O)N2CCC(C(=O)NCCCN3CCCCCC3)CC2)cc1,1,4,-0.2,-5,2,2,101,-1,12
CCN(C(=O)CSc1ncn[nH]1)c1c(N)n(Cc2ccccc2)c(=O)[nH]c1=O,1,0,2.0,3,4,0,90,-3,1
Cc1ccc(-n2nc3c(=O)n(CCCC(=O)NCc4ccccc4C)nc(C)c3c2C)cc1,0,-7,-0.1,19,-2,9,104,4,-3
CNc1nc(C23CC4CC(CC(C4)C2)C3)cs1,0,2,1.4,6,-2,-3,95,-4,1
CC(C(=O)Nc1ccccn1)N1C(=O)C2C3C=CC(C3)C2C1=O (stereo not drawn),-2,5,1.2,2,-7,2,98,3,2
CC(C)CNC(=O)c1ccccc1N(Cc1ccccc1)S(C)(=O)=O,-2,3,1.9,-30,-2,13,96,-3,0
Cc1nonc1C1CCCN1Cc1cn[nH]c1-c1ccc(-c2ccccc2)cc1 (stereo not drawn),-1,-6,4.2,2,7,1,94,4,3
CCc1cccc(C)c1NC(=O)CCCC(=O)O,-2,17,1.5,-2,20,-8,109,-3,-1

# Screening results as filed in PubChem.
